EP2 modulator – modulators of human EP2 prostaglandin E2 receptor; P43116; EP2-expressing cells, cAMP HTRF FRET, PGE2 co-stimulation; induction, % at 25 µM; 260,000 tested, 0.83% active; AID 940;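 active means compounds whose cAMP rise, as percent of the full-agonist control response, exceeds 60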;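 further: rat C6 glioma line stably carrying human EP2 under a CMV promoter; the protocol text gives 20 µM as final concentration; 100% = response of wells given 1 µM PGE2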
Target sequence (P43116 whole entry, looked up): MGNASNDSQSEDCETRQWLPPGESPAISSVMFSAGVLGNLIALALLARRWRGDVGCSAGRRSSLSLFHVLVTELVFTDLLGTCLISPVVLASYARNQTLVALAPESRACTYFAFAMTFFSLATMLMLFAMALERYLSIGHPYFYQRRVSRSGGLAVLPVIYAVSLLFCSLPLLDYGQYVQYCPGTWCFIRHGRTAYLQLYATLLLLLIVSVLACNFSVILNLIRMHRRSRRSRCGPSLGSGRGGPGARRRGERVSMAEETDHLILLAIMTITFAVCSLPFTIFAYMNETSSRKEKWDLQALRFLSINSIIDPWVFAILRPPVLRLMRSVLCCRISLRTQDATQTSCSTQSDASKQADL
* = called active by the depositor; & = joins results of further samples. This is a subset (hit frequency here may not be typical).

EP2 modulator,smiles
-25,CC1(C)Cc2nc3sc4c(N5CCOCC5)ncnc4c3cc2CO1
-11,Cc1noc(C)c1CCC(=O)N1CCCC(c2nc3ccccc3c(=O)[nH]2)C1 (stereo not drawn)
-26,CS(=O)(=O)N(CC(=O)N1CCN(Cc2ccc3c(c2)OCO3)CC1)c1ccccc1
-35,Cc1nn(CCC(=O)N2CCCc3c(Cl)cc(Cl)c(O)c32)c(C)c1C
55,CCC1CCCCN1S(=O)(=O)c1ccc(C(=O)O)cc1 (stereo not drawn)
17,CSc1ccc2c(c1)N(CCCN(C)C)c1ccccc1S2
12,COC(=O)C1CC(=O)N(c2ccc(F)cc2)C1 (stereo not drawn)
-23,COc1ccc(-c2cc([C@H](O)[C@@H]3CCCCN3)c3ccccc3n2)cc1
-42,N#Cc1ccc(NC(=O)CSc2nc(-c3ccco3)cc(C(F)(F)F)n2)cc1
-11,CCOc1ccc2nc(SCC(=O)NC(C)CC)c(C#N)cc2c1 (stereo not drawn)
6,CCN(CC)C(C)C(=O)N1c2ccccc2Sc2ccccc21 (stereo not drawn)
-18,Cc1cc(C)cc(NC(=O)C2CC(=O)n3c(nc4ccccc43)N2)c1 (stereo not drawn)
6,CCS(=O)(=O)N1CCC(Cn2nc(-c3ccc(OC)c(OC)c3)ccc2=O)CC1
-24,CCC(CN1CCOCC1)NC(=O)Cc1sc(C)nc1-c1ccc(C)cc1 (stereo not drawn)
31,CC[C@H](Cn1nc(-c2ccoc2C)oc1=O)NC(=O)C(C)C
-29,Cc1ccc(CN2CCc3c(nc(N4CCC(C)CC4)[nH]c3=O)C2)cc1C
-15,CCC(C)(C)NC(=O)C(c1ccccc1F)N(C(=O)Cn1nnc2ccccc21)C1CC1 (stereo not drawn)
-2,Cc1ccc2cc(CN(CCN3CCCC3)C(=O)Nc3ccccc3Cl)c(=O)[nH]c2c1
58,CN(C)c1ccc(C(C(=O)NC2CCCC2)N(Cc2ccco2)C(=O)c2ccco2)cc1 (stereo not drawn)
-25,CC(C)N(C(=O)CSc1nnc(-c2ccc(C(C)(C)C)cc2)o1)C(C)C
-76,COc1ccc(Cl)cc1NC(=O)C1=C(C)NC(=S)NC1c1ccc(Cl)cc1 (stereo not drawn)
-14,COCCn1nnnc1C(c1cc2cc3c(cc2[nH]c1=O)OCCO3)N1CCOCC1 (stereo not drawn)
-34,O=C(COC(=O)c1cccs1)Nc1ccccc1F
4,CCc1c(C)sc2ncn3c(=O)n(Cc4ccccn4)nc3c12
-23,Cc1ccc(NC(=O)CSc2nnc(-c3ccco3)n2C)cc1
-45,Cc1cccc(NC(=O)c2sc(NC(=O)Cc3cccs3)c(C#N)c2C)c1C
-104,CC(C)c1nc2ccccc2c2nn(CC(=O)N(C)C3CCCCC3)c(=O)n12
-42,Cc1nc(S(=O)(=O)c2ccc(Cl)cc2)c(N2CCCCC2)o1
-47,CCOC(=O)Cn1nnnc1CN(CCCO)Cc1cc2ccc(C)c(C)c2[nH]c1=O
-13,CS(=O)(=O)N1CCc2cc(C(=O)N3CCCC3c3nc4ccccc4[nH]3)ccc21 (stereo not drawn)
-10,CCc1ccc(N(CC(=O)N2CCC(C(N)=O)CC2)S(C)(=O)=O)cc1
-18,S=c1nn[nH]n1C1CCCCC1
18,COC1CCC(C(=O)N2CCC(n3nc(-c4ccoc4C)oc3=O)CC2)CC1 (stereo not drawn)
-69,CC1Cc2cc(C(O)CN3CCN(c4ccc5c(c4)OCCO5)CC3)ccc2O1 (stereo not drawn)
-40,COc1ccc2[nH]c(=O)c(CN(C(C)=O)c3ccc(C)cc3C)cc2c1
30,Cc1cc2cc(C(c3nnnn3C(C)(C)C)N3CCN(c4ccccc4)CC3)c(=O)[nH]c2cc1C (stereo not drawn)
-15,C#CCOC(=O)[C@H](N)CC(N)=O
13,CCOc1cc(NC(=O)C2CCCO2)c(OCC)cc1NC(=O)c1ccc(F)cc1 (stereo not drawn)
12,Cc1ccc2cc(C(c3nnnn3C3CCCC3)N3CCC(Cc4ccccc4)CC3)c(=O)[nH]c2c1 (stereo not drawn)
24,COc1ccc(OC)c(CN(Cc2coc3ccccc3c2=O)CC2CCCO2)c1 (stereo not drawn)
0,COc1ccc(C(C(=O)NC2CCCC2)N(C(=O)c2ccco2)c2cc(C)cc(C)c2)cc1OC (stereo not drawn)
-9,COc1ccc(N(CC(O)CN2CCC(C)CC2)S(=O)(=O)c2ccccc2)cc1 (stereo not drawn)
-26,CCOC(=O)c1cccc(NC(=O)CN2CCN(Cc3ccc4c(c3)OCO4)CC2)c1
-5,COc1ccc(OCc2nnc(SCC(=O)N3CCOCC3)n2-c2ccc(C)cc2)cc1
-9,N=C(N)SCCc1cccc(CCSC(=N)N)c1
-40,Cn1ncc2c1CCc1sc(NC(=O)c3c(F)cccc3F)nc1-2
-78,COc1cc(C(C)=O)ccc1OCC(O)CN1CCN(c2cc(C)cc(C)c2)CC1 (stereo not drawn)
-25,CC1SC(=Nc2ccc(Cl)cc2)NC1=O (stereo not drawn)
-2,COc1cc2c(cc1O)CCN(Cc1ccnc(N3CCCC3)n1)C2C (stereo not drawn)
35,NNC(=O)Cc1cccnc1
-14,CC(C(=O)NC1CCCC1)N(Cc1cccs1)C(=O)Cn1nnc(-c2ccc(F)cc2)n1 (stereo not drawn)
33,NCc1ccc(C(=O)O)cc1
31,O=C(CSc1nc(Cc2ccccc2)nc2ccccc12)N1CCCCCC1
-7,CNC(=S)N(CCc1ccccc1C)Cc1cc2cc3c(cc2[nH]c1=O)OCCO3
-31,CCOc1ccc(C(O)CN2CCC(O)(c3ccc(F)cc3)CC2)cc1 (stereo not drawn)
2,CCC(C)NC(=O)C1CCN(Cc2ccc(OC)cc2)CC1 (stereo not drawn)
16,COC(=O)C[C@@H]1C2(C)C(=O)[C@@H](CC3=C4CC(=O)O[C@@H](c5ccoc5)[C@]4(C)CCC32)[C@H](OC(C)=O)C1(C)C (stereo partly drawn)
51,CCOC(=O)c1cccc(NC(=O)CSc2nc3cc4c(cc3cc2C#N)OCO4)c1
-17,CC(C)NC(=O)Cn1cc(CN2CCCC(CN3CCCC3)C2)c2ccccc21 (stereo not drawn)
65*,CCOC(=O)CSc1nnc2c3ccccc3nc(Cc3ccccc3)n12

Overlap with the part before: four compounds, then new ones.
EP2 modulator,smiles
16,COC(=O)C[C@@H]1C2(C)C(=O)[C@@H](CC3=C4CC(=O)O[C@@H](c5ccoc5)[C@]4(C)CCC32)[C@H](OC(C)=O)C1(C)C (stereo partly drawn)
51,CCOC(=O)c1cccc(NC(=O)CSc2nc3cc4c(cc3cc2C#N)OCO4)c1
-17,CC(C)NC(=O)Cn1cc(CN2CCCC(CN3CCCC3)C2)c2ccccc21 (stereo not drawn)
65*,CCOC(=O)CSc1nnc2c3ccccc3nc(Cc3ccccc3)n12
2,CN(C)c1cc2c(Nc3ccc4c(cnn4Cc4ccccc4)c3)ncnc2cn1
-1,Cc1cc(NC(=O)CSc2ncnc3sc4c(c23)CCCC4)no1
-17,CCn1nnc(NC(=O)c2cccc(C)c2OC)n1
-15,CN(C)C(=O)CSc1nnc(-c2cccs2)n1C1CCCCC1
1,CCCCCCCCCCCCCCCCCC(=O)OC(CC(=O)O)C[N+](C)(C)C (stereo not drawn)
5,COC(=O)CN1C(=O)C2(SC(NC(C)=O)=NN2C(C)=O)c2cc(C)cc(C)c21 (stereo not drawn)
45,O=C(O)c1ccccc1C(=O)Nc1cc2c(cc1Br)-c1ccccc1C2=O
-5,NCCNCC1CCNCC1
-28,COCCNc1c(-c2ccc(N3CCCC3)cc2C)nc2cnccn12
-6,Cc1ccc(-c2nnc(-c3ccc(C)o3)o2)cc1
-15,COC(=O)[C@H]1CCc2ccccc2N1C(=O)C1CCC1
9&10,C[C@](N)(Cc1ccc(O)cc1)C(=O)O
1,CNC(=O)C1Cc2ccccc2CN1S(=O)(=O)c1ccc(OC)c(OC)c1 (stereo not drawn)
20,COc1ccc(/C(O)=C2/C(=O)C(=O)NC2c2cccnc2)cc1OC (stereo not drawn)
-88,Cc1cc2c(cc1C)C(O)CC1(CCN(CC(O)c3ccc(Cl)cc3)CC1)O2 (stereo not drawn)
-32,COc1ccccc1[C@@H]1C[C@H](OC(=O)CCC2CCCC2)C(=O)N1C
-10,Cc1ccc(C)c(NC(=O)CSc2nnc3c4c5c(sc4nc(C)n23)CCCC5)c1
-21,O=c1cc(-c2cc(O)c(O)c(O)c2)oc2cc(O)cc(O)c12
5,COc1ccc(C)cc1NC(=O)CSc1nc2sc3c(c2c(=O)[nH]1)CCC(C)C3 (stereo not drawn)
-68,O=C(NC1(c2ccc3c(c2)OCO3)CCCC1)c1ccc2c(c1)OCO2
16,NCCCNCCCCNCCCN
-56,Cc1cc(C)c2c(NCc3c(F)cccc3F)n[nH]c2n1
16,COc1ccc(CN(Cc2cccnc2)CC2CCCO2)c(OC)c1 (stereo not drawn)
-14,CCN1CCCC1CN(Cc1cc2ccc(C)c(C)c2[nH]c1=O)C(=O)Nc1ccc(OC)cc1 (stereo not drawn)
26,COc1ccc(-c2ccc(=O)n(C3CCN(C(=O)c4cccs4)CC3)n2)cc1F
21,CCOc1ccc2[nH]c(=O)c(C(c3nnnn3CC3CCCO3)N(CC)Cc3ccccc3)cc2c1 (stereo not drawn)
-3,Cc1cc(C)cc(-n2nnnc2SCC(=O)Nc2nc3ccccc3s2)c1
-18,CN1[C@@H](C(=O)N2CCCC2)C[C@@H](c2ccc(F)cc2)NS1(=O)=O
42,CC(C)(C)c1ccc(-c2nnc(SCC(=O)N3CCc4ccccc43)o2)cc1
14,S=c1nc[nH]c2c1ncn2Cc1ccco1
-12,CCC(NC(=O)COc1ncnc2ccccc12)c1ccc(F)cc1 (stereo not drawn)
-13,Cc1cc2cc3c(cc2n2c(SCC(=O)Nc4ccc(F)c(Cl)c4)nnc12)OCCO3
27,COc1ccc(C2(NC(=O)Cc3nc4nc(C)cc(=O)n4[nH]3)CCCCC2)cc1
-55,Cc1cc(=O)oc2cc(OC(C)C(=O)Nc3cccc(C(F)(F)F)c3)ccc12 (stereo not drawn)
-9,COc1ccc(C(C(=O)NC2CCCC2)N(C(=O)c2ccco2)C2CCCC2)cc1OC (stereo not drawn)
-23,CCn1c[n+](CC(O)COc2ccc(C(C)=O)cc2)c2ccccc21 (stereo not drawn)
50,Cc1ccc2cc(C(c3nnnn3Cc3ccccc3)N3c4ccccc4CC3C)c(=O)[nH]c2c1C (stereo not drawn)
-14,C[C@@H]1CN(Cc2ccco2)CCN1C(=O)c1nccc2ccccc12
-29,COc1ccc2c(c1)cc(C)c1nn(CC(=O)Nc3cccc(C(C)=O)c3)c(=O)n12
61*,C=C(C)CC(Nc1ccc(C)cc1)c1ccco1 (stereo not drawn)

An excerpt from above in order of the EP2 modulator value, highest first.
EP2 modulator,smiles
50,Cc1ccc2cc(C(c3nnnn3Cc3ccccc3)N3c4ccccc4CC3C)c(=O)[nH]c2c1C (stereo not drawn)
21,CCOc1ccc2[nH]c(=O)c(C(c3nnnn3CC3CCCO3)N(CC)Cc3ccccc3)cc2c1 (stereo not drawn)
-29,COc1ccc2c(c1)cc(C)c1nn(CC(=O)Nc3cccc(C(C)=O)c3)c(=O)n12

(listing goes on)
EP2 modulator,smiles
11,Cc1ccccc1CN(CCCn1ccnc1)Cc1cn[nH]c1-c1ccccc1
-54,O=C(O)CNS(=O)(=O)c1cccc2cccnc12
-15,NC(=O)CSc1nnnn1-c1ccccc1F
15,COc1ccccc1N1CCN(C(=O)CSc2nnc3c(C)cc4ccccc4n23)CC1
-50,Cc1nn(-c2ccc(Cl)cc2)c2[nH]c(=O)c(CNCCCc3ccco3)cc12
-5,CC(C)n1c(=O)n(CC(=O)NC2CC2)c2cccnc21
-22,NC1=NC(=O)C(CC(=O)Nc2c(F)c(F)cc(F)c2F)S1 (stereo not drawn)
-32,Cc1cc(-c2cc(N)c(=O)n(CC(=O)NCc3ccccc3)n2)c(C)o1
-31,Cc1ccc(NCc2nnc(SCC(=O)OC3CCCCC3)n2C)cc1
-2,CC1CCN(C(=O)c2ccc(NC(=O)C(=O)NC(C)(C)C)cc2)CC1
-71,CCn1c(=O)oc2cc(S(=O)(=O)NC3(c4ccccc4F)CC3)ccc21
-46,O=C(Nc1ccc(N2CCCCC2)cc1)c1ccccc1Cl
-77,CCn1c(=O)oc2cc(S(=O)(=O)NCC3CCN(Cc4ccccc4)C3)ccc21 (stereo not drawn)
15,CCOc1ccc(N2CC(C(=O)Nc3c(CC)cccc3CC)CC2=O)cc1 (stereo not drawn)
-8,CN(C)Cc1ccc(CN(C)C2(C)CCS(=O)(=O)C2)cc1 (stereo not drawn)
-20,CCOc1ccccc1NC(=O)CSc1nnnn1-c1cccc(OC)c1
5,CC(C)c1ccccc1NS(=O)(=O)c1cccs1
19,CCCn1c(=O)c2c(ncn2C)n(CCC)c1=O
21,CCCNC(=O)Cn1nc(C)n2c(cc3sc(C)cc32)c1=O
74*,CCc1ccc2[nH]c(=O)c(C(c3nnnn3C(C)(C)C)N3CCN(c4ccccc4F)CC3)cc2c1 (stereo not drawn)

Part of the list above in order of count of non-hydrogen atoms, low to high.
EP2 modulator,smiles
-54,O=C(O)CNS(=O)(=O)c1cccc2cccnc12
-5,CC(C)n1c(=O)n(CC(=O)NC2CC2)c2cccnc21
-46,O=C(Nc1ccc(N2CCCCC2)cc1)c1ccccc1Cl
-32,Cc1cc(-c2cc(N)c(=O)n(CC(=O)NCc3ccccc3)n2)c(C)o1
-77,CCn1c(=O)oc2cc(S(=O)(=O)NCC3CCN(Cc4ccccc4)C3)ccc21 (stereo not drawn)

Remaining list, next part.
EP2 modulator,smiles
-23,COc1ccccc1NC(=O)CSc1nnc(CNc2ccc(C)cc2C)o1
8,C#CCOc1ccccc1CN1CCC(O)(c2ccc(C)cc2)CC1
1,CC1CCN(C(=O)Cn2c(SCC(N)=O)nc3ccccc32)CC1
37,CC(C)(C)n1nnnc1C(c1ccccn1)N(Cc1ccco1)CC1CCCO1 (stereo not drawn)
-24,CCc1nn(CC(=O)NCC2CC2)c(=O)c2cc3occc3n12
-3,COCCSc1ccccc1C(=O)Nc1nc2ccccc2s1
6,O=C(O)[C@H]1Cc2c([nH]c3ccccc23)[C@@H](CCCCO)N1

Screens: PubChem BioAssay, Emory University Molecular Libraries Screening Center
